Source: PubChem
GSK3beta inhib: blocks human GSK3beta kinase activity | P49841 | GST-GSK3beta kinase, ADP-Glo luminescence, 60 min; hits give low values | activity score (negative = inhibition), % at 10 µM | hit rate 0.038% among 300,000 | AID 2097;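 active means more than half of replicate wells score below -50%, meaning over 50% inhibition versus plate controls; inconclusive means some replicates but at most half score below -50%; inactive means no replicate scores below -50%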;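 further: 0% = median DMSO wells and -100% = median GW8510 positive control wells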
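Assay system: GST-fused GSK3beta enzyme, cell-free / Medium: Tris pH 7.5 buffer with MgCl2, DTT, BSA, heparin / Also added: peptide substrate plus 25 µM ATP (final) / Compound: 10 µM single point / Timing: kinase reaction with compound 60 min at room temperature / Detection: ADP-Glo luminescence / Benchmarks: DMSO neutral wells and GW8510 at 20 µM as positive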
HSF1 activator: increases HSF-1 driven luciferase reporter signal; NIH3T3-HGL HSF-1 luciferase reporter, MG132, 8 h; 100% = twice DMSO control signal; activation, % at 9 µM; hit rate 1.7% among 300,000; AID 504408;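 active means mean replicate activation of at least 50% with a set share of replicates each reaching 50%; inconclusive means only one of those two conditions met; inactive means mean below 50% and too few replicates reaching it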;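 further: 0% = median of the neutral control wells and 100% = twice that signal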
Platelet DG rel: modulates dense granule release in human platelets. human platelet-rich plasma, SFLLRN dense granule ATP release, luminescence. inhibition, %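 (compounds screened at 7.5 µM in platelet-rich plasma)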. hit rate 0.22% among 300,000. AID 1663;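 active means mean replicate score, as percent of positive control, at or above 50; inconclusive means mean below 50 but at least one replicate at or above 50; inactive means mean and every replicate below 50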
PolyA inhibitor: blocks polyadenylation in yeast reporter cells. calls only at 12 µM. S. cerevisiae SKY197-pL101 polyadenylation reporter, beta-gal luminescence; efflux-impaired pdr1/pdr3 knockout yeast; score 100 = 6 SD above DMSO. hit rate 0.02% among 300,000;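 active means lowest replicate activity score at least 50, where 100 means six control SD above control mean; inconclusive means lowest score under 50 but half or more replicates reach 50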;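 further: yeast exposed to compound for 9 h at 30 °C; higher score means more reporter readthrough which indicates perturbed polyadenylation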
AI-2 QS modul: modulators of Vibrio harveyi AI-2 quorum sensing system. Vibrio harveyi JMH597 AI-2 luminescence/OD600 ratio, 9 h; hits give low values; strain lacks LuxN and CqsS sensors; 0 = neutral-control median. activity change, % at 7.5 µM. hit rate 0.4% among 300,000. AID 2094; in the data active means activity change below about -75%, passing the limit was not always enough; inconclusive means no clear call, values can overlap the other calls;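 further: luminescence divided by OD600 gain over 9 h not by final OD600 alone; inactives centre near 13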
HDAC3 inh: human HDAC3 inhibition; O15379; recombinant HDAC3, fluorogenic peptide/trypsin coupled, fluorescence; inhibition, % at 8.3 µM; hit rate 0.15% among 320,000; in the data active means inhibition above about 26%, passing the limit was not always enough; inconclusive means no clear call, values can overlap the other calls
Target sequence (O15379 whole entry, looked up): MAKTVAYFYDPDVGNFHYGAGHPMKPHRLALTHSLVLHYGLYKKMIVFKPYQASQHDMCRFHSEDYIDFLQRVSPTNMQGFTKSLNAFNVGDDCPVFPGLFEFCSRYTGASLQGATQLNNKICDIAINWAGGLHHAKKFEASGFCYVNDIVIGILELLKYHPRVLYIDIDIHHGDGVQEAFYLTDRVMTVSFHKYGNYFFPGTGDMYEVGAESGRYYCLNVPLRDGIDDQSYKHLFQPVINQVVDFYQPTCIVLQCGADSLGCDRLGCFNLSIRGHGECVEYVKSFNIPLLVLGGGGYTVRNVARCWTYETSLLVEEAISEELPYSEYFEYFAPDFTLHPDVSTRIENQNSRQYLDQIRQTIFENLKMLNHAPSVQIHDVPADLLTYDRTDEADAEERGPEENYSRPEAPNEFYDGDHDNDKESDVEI
HSF1 inhib: HSF1 inhibition; activity change, negative = inhibition, % at 7.5 µM (by protocol); hit rate 0.77% among 300,000; NIH3T3-HGL HSE-luciferase, MG132-induced, luminescence 8 h; hits give low values;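 active means more than half of replicate wells show activity change below -50%, luminescence cut by over half; inconclusive means some wells, but at most half, below -50%; inactive means no replicate well below -50%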;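 further: luciferase reports HSF-1 transcriptional activity via heat shock element; 0% = median of DMSO wells and -100% = zero luminescence signal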
DYRK1A inh: blocks rat Dyrk1A kinase activity | Q63470 | ADP-Glo luminescence, NFATc1 peptide | inhibition, % at 12.5 µM | hit rate 0.43% among 310,000 | AID 504441; in the data active means inhibition above about 50%;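 further: plate controls were vehicle with enzyme for no effect and no enzyme for full effect; many of its hits are not listed in these tables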
GSK3 alpha inh: inhibitors of human GSK-3 alpha kinase | P49840 | ADP-Glo luminescence, 60 min | inhibition, % at 10 µM | hit rate 0.1% among 320,000;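 in the data active means inhibition above about 50%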;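 further: GST-tagged GSK-3 alpha with peptide substrate and 25 µM ATP; 0% = DMSO neutral wells and 100% = GW8510 positive control wells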
Target sequence (P49840 whole entry, looked up): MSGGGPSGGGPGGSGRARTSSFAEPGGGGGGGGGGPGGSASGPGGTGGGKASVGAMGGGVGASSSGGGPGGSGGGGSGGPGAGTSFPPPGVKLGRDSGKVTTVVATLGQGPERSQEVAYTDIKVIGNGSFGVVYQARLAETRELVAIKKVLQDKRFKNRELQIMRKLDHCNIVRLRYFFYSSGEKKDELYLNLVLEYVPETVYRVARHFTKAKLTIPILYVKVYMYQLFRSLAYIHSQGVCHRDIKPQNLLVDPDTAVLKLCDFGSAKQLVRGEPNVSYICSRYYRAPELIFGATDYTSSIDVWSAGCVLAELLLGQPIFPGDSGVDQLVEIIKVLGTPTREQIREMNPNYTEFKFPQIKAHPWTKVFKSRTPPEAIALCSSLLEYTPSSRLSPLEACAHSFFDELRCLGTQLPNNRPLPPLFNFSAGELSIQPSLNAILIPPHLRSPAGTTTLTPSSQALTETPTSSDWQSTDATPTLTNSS
HSP90 refold inh: inhibitors of HSP90 luciferase refolding in rabbit reticulocyte lysate. luciferase refolding luminescence, 3 h. inhibition, % at 5.6 µM. hit rate 0.91% among 290,000;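 active means inhibition above the screen-wide mean plus 3 SD, computed separately per campaign, cut at about 16% in these data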;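 further: 0% = DMSO wells and 100% = 60 µM geldanamycin wells; inhibitors lower the luminescence because luciferase stays unfolded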
Numbers without * were called inactive.

Cc1cccc(OCCSc2nc3ccccc3n2CCC(=O)O)c1 was read as GSK3beta inhib 0, HSF1 activator 8, Platelet DG rel -3, PolyA inhibitor inactive, AI-2 QS modul -11, HDAC3 inh 5, HSF1 inhib 6, GSK3 alpha inh -3 and HSP90 refold inh 4.
Cn1c(=O)c2[nH]c(CN(Cc3ccccc3)Cc3ccccc3)nc2n(C)c1=O was read as GSK3beta inhib 1, HSF1 activator 6, Platelet DG rel 0, PolyA inhibitor inactive, AI-2 QS modul 27, HDAC3 inh -5, HSF1 inhib 0, DYRK1A inh 3, GSK3 alpha inh 4 and HSP90 refold inh -5.
For COC(=O)c1ccccc1NC(=O)c1cccs1 the results were GSK3beta inhib -1, HSF1 activator -9, Platelet DG rel 14, PolyA inhibitor inactive, AI-2 QS modul 15, HDAC3 inh 2, HSF1 inhib 2, DYRK1A inh 6, GSK3 alpha inh -2 and HSP90 refold inh 1.
`C/C(=N/NS(=O)(=O)c1ccc(F)cc1)c1ccncc1` gave GSK3beta inhib -1, HSF1 activator -4, Platelet DG rel 1, PolyA inhibitor inactive, AI-2 QS modul 26, HDAC3 inh 5, HSF1 inhib 2, DYRK1A inh -1, GSK3 alpha inh 1 and HSP90 refold inh -1.
O=C(NC(=S)N1CCCCC1c1cccnc1)c1ccc(Br)cc1 (centres undefined) was read as GSK3beta inhib 2, HSF1 activator 26, Platelet DG rel -16, PolyA inhibitor inactive, AI-2 QS modul 25, HDAC3 inh 8, HSF1 inhib 9, DYRK1A inh 3, GSK3 alpha inh 0 and HSP90 refold inh -5.
Screening O=C(Nc1cc2c3c(c1)CC(=O)N3CCC2)c1ccc(Cl)cc1 returned GSK3beta inhib -1, HSF1 activator 1, PolyA inhibitor inactive, AI-2 QS modul 3, HDAC3 inh inconclusive, HSF1 inhib 6, DYRK1A inh -5 and GSK3 alpha inh 2.
Screening CC1CCN(S(=O)(=O)c2ccc3c4c2CC(=O)N4CC(C)S3)CC1 (centres undefined) returned GSK3beta inhib 2, HSF1 activator 3, Platelet DG rel -1, PolyA inhibitor inactive, AI-2 QS modul 17, HDAC3 inh 2, HSF1 inhib -2, DYRK1A inh -3, GSK3 alpha inh -2 and HSP90 refold inh 2.
Screening COc1ccccc1CNC(=O)C1CCCN1S(=O)(=O)c1cccc2cccnc12 (centres undefined) returned GSK3beta inhib 2, HSF1 activator -2, Platelet DG rel -1, PolyA inhibitor inactive, AI-2 QS modul 19, HDAC3 inh -4, HSF1 inhib 4, DYRK1A inh 1, GSK3 alpha inh -2 and HSP90 refold inh -1.
Screening COc1ccc(C(NC(=O)c2ccc(-c3ccccc3)cc2)c2ccccc2)cc1 (centres undefined) returned GSK3beta inhib 1, HSF1 activator -12, Platelet DG rel -6, PolyA inhibitor inactive, AI-2 QS modul 5, HDAC3 inh 0, HSF1 inhib 0, DYRK1A inh 4, GSK3 alpha inh 0 and HSP90 refold inh 0.
`O=C(Nc1cccnc1)c1cc2c(s1)-c1ccccc1OC2` gave GSK3beta inhib -1, HSF1 activator 23, Platelet DG rel 0, PolyA inhibitor inactive, AI-2 QS modul 1, HDAC3 inh -4, HSF1 inhib 0, DYRK1A inh -5, GSK3 alpha inh 0 and HSP90 refold inh -2.
`CC(=O)c1c(O)c(C)c(-c2ccccc2)n(-c2ccccc2)c1=O` gave GSK3beta inhib 0, HSF1 activator -8, Platelet DG rel -13, PolyA inhibitor inactive, AI-2 QS modul 23, HDAC3 inh 1, HSF1 inhib -3, DYRK1A inh -13, GSK3 alpha inh -1 and HSP90 refold inh -2.
Screening Cc1ccc(-c2nc(SCC(=O)Nc3ccccc3OC(F)F)c3c(C)c(C(=O)O)sc3n2)cc1 returned GSK3beta inhib 1, HSF1 activator 13, Platelet DG rel 18, PolyA inhibitor inactive, AI-2 QS modul 76, HDAC3 inh -1, HSF1 inhib 12, GSK3 alpha inh -3 and HSP90 refold inh 8.
For CCOC(=O)C(Cc1ccc(NC(=O)/C(=C/c2ccccc2)NC(=O)c2ccccc2)cc1)N1C(=O)c2ccccc2C1=O (centres undefined) the results were GSK3beta inhib 3, HSF1 activator -8, Platelet DG rel 7, PolyA inhibitor inactive, AI-2 QS modul 4, HDAC3 inh 0, HSF1 inhib -6, DYRK1A inh -2 and HSP90 refold inh 0.
CC1(C)Cc2c(ccc3ccccc23)C(c2cc3ccccc3oc2=O)=N1 was read as GSK3beta inhib 2, HSF1 activator 6, Platelet DG rel 1, PolyA inhibitor inactive, AI-2 QS modul 16, HDAC3 inh -6, HSF1 inhib 0, DYRK1A inh 0, GSK3 alpha inh -2 and HSP90 refold inh 5.
For c1ccc(-c2cc3c(nn2)CCc2nonc2-3)cc1 the results were GSK3beta inhib -1, HSF1 activator 5, Platelet DG rel 7, PolyA inhibitor inactive, AI-2 QS modul 9, HDAC3 inh -9, HSF1 inhib 6, DYRK1A inh -3, GSK3 alpha inh 0 and HSP90 refold inh 3.
`Cc1nn(C(=O)CNC(=O)c2ccccc2)c(C)c1C` gave GSK3beta inhib -1, HSF1 activator 30, Platelet DG rel -2, PolyA inhibitor inactive, AI-2 QS modul -12, HDAC3 inh -1, HSF1 inhib -1, DYRK1A inh 6, GSK3 alpha inh -1 and HSP90 refold inh 0.
Screening Cc1noc(C)c1COc1ccccc1C(=O)N(C)CC(=O)Nc1cccc(F)c1 returned GSK3beta inhib 1, HSF1 activator -1, Platelet DG rel 4, PolyA inhibitor inactive, AI-2 QS modul 14, HDAC3 inh -8, HSF1 inhib -5, DYRK1A inh 4 and GSK3 alpha inh 0.
For COc1ccc(N=C2SC(CC(=O)Nc3ccccc3)C(=O)N2CCc2ccccn2)cc1 (centres undefined) the results were GSK3beta inhib -2, HSF1 activator -15, Platelet DG rel -10, PolyA inhibitor inactive, AI-2 QS modul -3, HDAC3 inh -4, HSF1 inhib -7, DYRK1A inh 0, GSK3 alpha inh -3 and HSP90 refold inh 0.
O=C(O)Cn1cc(C(=O)c2cccs2)c2ccccc21 was read as GSK3beta inhib 2, HSF1 activator 15, Platelet DG rel 10, PolyA inhibitor inactive, AI-2 QS modul 13, HDAC3 inh 7, HSF1 inhib 7, DYRK1A inh 1, GSK3 alpha inh -1 and HSP90 refold inh -3.
Screening Cc1cc(OCC(=O)N2CCC(O)(c3ccc(Cl)cc3)CC2)c2c(C)cc(=O)oc2c1 returned GSK3beta inhib 2, HSF1 activator -4, Platelet DG rel 5, PolyA inhibitor inactive, AI-2 QS modul 6, HDAC3 inh -3, HSF1 inhib -10, DYRK1A inh -4, GSK3 alpha inh 5 and HSP90 refold inh 1.
Screening CCOC(=O)c1cnn(C(=O)c2ccccc2)c1N returned GSK3beta inhib 1, HSF1 activator 0, Platelet DG rel -2, PolyA inhibitor inactive, AI-2 QS modul 1, HSF1 inhib -1, DYRK1A inh -3 and HSP90 refold inh 4.
CCc1cccc(NC(=O)NC2CCCCC2)c1 was read as GSK3beta inhib 0, HSF1 activator 22, Platelet DG rel -1, PolyA inhibitor inactive, AI-2 QS modul -15, HDAC3 inh -5, HSF1 inhib 2, DYRK1A inh -7, GSK3 alpha inh -1 and HSP90 refold inh 0.
For CC1CCN(C(=O)c2ccc3c(c2)OCCO3)CC1 the results were HDAC3 inh 0, DYRK1A inh -1, GSK3 alpha inh -6 and HSP90 refold inh -4.
For CCN1C(=O)CC(Sc2ccccc2C(=O)O)C1=O (centres undefined) the results were GSK3beta inhib 1, HSF1 activator 8, Platelet DG rel 6, PolyA inhibitor inactive, AI-2 QS modul 10, HDAC3 inh -5, HSF1 inhib -10, DYRK1A inh -4, GSK3 alpha inh 1 and HSP90 refold inh 1.
O=C(NC1CCCC1)C(c1cccs1)N(C(=O)c1csnn1)c1ccccc1F (centres undefined) was read as GSK3beta inhib 2, HSF1 activator 5, Platelet DG rel -3, PolyA inhibitor inactive, AI-2 QS modul 41, HDAC3 inh -1, HSF1 inhib 6, DYRK1A inh -3, GSK3 alpha inh -2 and HSP90 refold inh -5.
Screening COc1ccc(NS(=O)(=O)c2ccc(C)c(C(=O)N3CCCCCCC3)c2)cc1 returned GSK3beta inhib 0, HSF1 activator 6, Platelet DG rel -21, PolyA inhibitor inactive, AI-2 QS modul 38, HDAC3 inh -7, HSF1 inhib -2, DYRK1A inh -5 and GSK3 alpha inh 0.
Cc1cc(/C=c2/sc3nc4ccccc4n3c2=O)c(C)n1-c1ccccn1 was read as GSK3beta inhib -2, HSF1 activator -92, Platelet DG rel 35, PolyA inhibitor inactive, AI-2 QS modul 12, HDAC3 inh -2, HSF1 inhib -91*, DYRK1A inh 3, GSK3 alpha inh 0 and HSP90 refold inh 60*.
For CC(=O)c1ccc(-n2nncc2C)cc1 the results were GSK3beta inhib 0, Platelet DG rel 8, PolyA inhibitor inactive, AI-2 QS modul 10, HDAC3 inh -3, DYRK1A inh 15, GSK3 alpha inh -8 and HSP90 refold inh -4.
`O=C1CC(c2ccc(S(=O)(=O)NC3CC3)cc2)CN1` (centres undefined) gave GSK3beta inhib -8, HSF1 activator -2, Platelet DG rel 3, PolyA inhibitor inactive, AI-2 QS modul 32, HDAC3 inh -1, HSF1 inhib -4, DYRK1A inh 58*, GSK3 alpha inh -1 and HSP90 refold inh -1.
`CCCn1c(=O)c2ccccc2n2c(SCCNCCO)nnc12` gave GSK3beta inhib -2, HSF1 activator 2, Platelet DG rel 8, PolyA inhibitor inactive, AI-2 QS modul 4, HDAC3 inh 2, HSF1 inhib 1, DYRK1A inh 3, GSK3 alpha inh 7 and HSP90 refold inh -4.
Screening COc1cc2c(cc1OC)CN(c1nc(CN3CCCCC3)nc3sc4c(c13)CCCC4)CC2 returned GSK3beta inhib 2, HSF1 activator 45, Platelet DG rel 17, PolyA inhibitor inactive, AI-2 QS modul 14, HDAC3 inh 6, HSF1 inhib 13, DYRK1A inh -1, GSK3 alpha inh 1 and HSP90 refold inh 0.
Screening Cc1noc(NS(=O)(=O)c2ccc(N/C=C\C(=O)c3ccc(F)cc3)cc2)c1C returned GSK3beta inhib -21, HSF1 activator 3, Platelet DG rel 1, PolyA inhibitor inactive, AI-2 QS modul -3, HDAC3 inh 4, HSF1 inhib 0, DYRK1A inh 26, GSK3 alpha inh -1 and HSP90 refold inh 0.
`CS(=O)(=O)Nc1ccc(C2=NN(C(=O)c3ccco3)C(c3ccccc3)C2)cc1` (centres undefined) gave GSK3beta inhib 1, HSF1 activator 19, Platelet DG rel 4, PolyA inhibitor inactive, AI-2 QS modul 16, HSF1 inhib 8, DYRK1A inh -3 and HSP90 refold inh -3.
`O=C(COC(=O)c1n[nH]c(=O)c2ccccc12)c1ccc(Cl)cc1` gave GSK3beta inhib 1, HSF1 activator 4, Platelet DG rel 4, PolyA inhibitor inactive, AI-2 QS modul 17, HDAC3 inh 7, HSF1 inhib -3, DYRK1A inh 3, GSK3 alpha inh -1 and HSP90 refold inh 3.

This is a subset. The share of hits here may be higher or lower than overall.
